Screens: PubChem, several laboratories
FXIa mix inh: blocks human factor XIa in pooled compound mixtures; P03951; purified FXIa, fluorogenic substrate; inhibition, % at 5 µM; 62,000 tested, 0.19% active;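 further: each value is inhibition by a whole ten-compound pool holding the compound; 0% = enzyme with no mixture and 100% = wells lacking enzyme; strong numbers were not always called active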
CatL inh: inhibitors of human cathepsin L; AID 460; purified cathepsin L, fluorogenic substrate, fluorescence; P07711; inhibition, %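 (tested at 10 µM)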; 58,000 tested, 0.17% active; in the data active means inhibition above about 45%;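 further: 0% = enzyme with no compound and 100% = no enzyme blank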
Target sequence (P07711 114-288 limits assumed): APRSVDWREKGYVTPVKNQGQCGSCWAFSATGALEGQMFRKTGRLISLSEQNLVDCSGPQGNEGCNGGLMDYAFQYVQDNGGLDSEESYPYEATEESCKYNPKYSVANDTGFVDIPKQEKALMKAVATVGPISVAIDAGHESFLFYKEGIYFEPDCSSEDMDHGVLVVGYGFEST
Target sequence (P07711 292-333 limits assumed): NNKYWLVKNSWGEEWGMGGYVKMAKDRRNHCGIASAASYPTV
FXIIa mix inh: blocks human factor XIIa in pooled compound mixtures; P00748; purified FXIIa, fluorogenic substrate; inhibition, % at 5 µM; 62,000 tested, 0.2% active;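 further: 0% = enzyme without compound and 100% = no enzyme blank; some results filed as inactive read as strong as hits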
C1s inh: human complement C1s inhibition. mean inhibition % of two 10-compound mixtures (hits give high values), % at 5 µM (by protocol). P09871. purified C1s, fluorogenic AMC substrate, pooled mixtures. 62,000 tested, 0.16% active;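 active means inhibition above 20% in each of the two 10-compound mixture wells holding the compound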;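 further: 0% = enzyme wells lacking compound mixture and 100% = no-enzyme blank wells; some compounds called inactive have numbers as strong as hits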
Target sequence (P09871 16-437 limits assumed): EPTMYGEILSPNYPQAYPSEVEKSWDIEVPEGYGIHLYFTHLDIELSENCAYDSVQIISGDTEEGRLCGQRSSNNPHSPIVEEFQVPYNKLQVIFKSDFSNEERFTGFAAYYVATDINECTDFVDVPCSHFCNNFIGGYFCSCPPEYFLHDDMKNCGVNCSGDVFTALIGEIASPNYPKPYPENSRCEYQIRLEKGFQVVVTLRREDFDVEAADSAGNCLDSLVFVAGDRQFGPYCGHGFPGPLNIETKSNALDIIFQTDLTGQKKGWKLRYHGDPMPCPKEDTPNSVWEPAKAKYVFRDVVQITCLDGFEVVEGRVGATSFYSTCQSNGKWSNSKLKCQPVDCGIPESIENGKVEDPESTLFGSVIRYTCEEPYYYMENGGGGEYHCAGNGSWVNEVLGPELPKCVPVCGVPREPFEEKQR
Target sequence (P09871 438-688 limits assumed): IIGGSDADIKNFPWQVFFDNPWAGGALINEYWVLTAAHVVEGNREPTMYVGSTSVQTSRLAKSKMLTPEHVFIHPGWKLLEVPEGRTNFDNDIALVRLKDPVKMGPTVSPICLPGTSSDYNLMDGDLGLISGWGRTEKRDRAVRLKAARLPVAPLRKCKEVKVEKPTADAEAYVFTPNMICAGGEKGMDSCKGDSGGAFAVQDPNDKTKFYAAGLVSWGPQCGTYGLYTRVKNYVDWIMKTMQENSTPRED
CatG inh: blocks human cathepsin G enzyme activity | P08311 | purified enzyme, AMC-tetrapeptide fluorescence, pooled mixtures | AID 581 | inhibition, % at 5 µM (by protocol) | 62,000 tested, 0.2% active;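 active means inhibition above 20% in each of the two mixture wells holding the compound; inactive means inhibition of 20% or less in either well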;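 further: 0% = enzyme control without mixture and 100% = blank lacking enzyme; strong numbers were not always called active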
CatB block: inhibitors of human cathepsin B. purified cathepsin B, fluorogenic substrate, fluorescence. inhibition, %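 (tested at 10 µM)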. 63,000 tested, 0.1% active; in the data active means inhibition above about 21%;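 further: 0% = enzyme with no compound and 100% = no enzyme blank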
A340 absorber: compounds absorbing at 340 nm. compound absorbance at 340 nm, fold over control. fold change at 10 µM. 65,000 tested, under 10 active;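 active means at 10 µM dose, initial 340 nm absorbance at least 2 fold that of control wells; inactive means change under 2 fold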;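 further: initial absorbance extrapolated from kinetic A340 decline of NADH oxidation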
CatB mixtures: human cathepsin B inhibition by mixtures. 62,000 tested, 0.06% active. inhibition, %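 (ten-compound pools at 5 µM per compound and 50 µM total)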. Purified cathepsin B, AMC dipeptide fluorescence, compound mixtures; in the data active means inhibition above about 22%, passing the limit was not always enough; inconclusive means no clear call, values can overlap the other calls;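 further: 0% = enzyme without compound and 100% = no enzyme blank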
CatS inh: human cathepsin S inhibition; 62,000 tested, 0.06% active; recombinant cathepsin S, AMC dipeptide fluorescence, pooled mixtures; inhibition, %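 (tested at 5 µM per compound within 10-compound mixtures)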; AID 501; P25774; in the data active means inhibition above about 32%, passing the limit was not always enough; inconclusive means no clear call, values can overlap the other calls;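 further: 0% = enzyme without compound and 100% = blank without enzyme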
Numbers without * were called inactive; ? = inconclusive; nt = not tested or not shown. Unless noted, no stated cut-off is given here; in the data, active means inhibition above about 20% (passing the limit was not always enough); inactive means the rest. This is a subset, so the mix of outcomes need not match the whole.

SMILES | FXIa mix inh | CatL inh | FXIIa mix inh | C1s inh | CatG inh | CatB block | A340 absorber | CatB mixtures | CatS inh
COC(=O)NC1CCS(=O)(=O)C1 (stereo not given) | 13 | 6 | 8 | -1 | -1 | 2 | 1 | 4 | 8
CCOc1cc(-c2nc3ccccn3c2NCC2CCCO2)ccc1O (stereo not given) | 2 | -86 | -13 | -15 | -8 | 1 | 1 | 3 | 3
CS(=O)(=O)N1CCN(c2ccccc2F)CC1 | 0 | 23 | 3 | 5 | 6 | 5 | 1.1 | 0 | -9
CCN(CCO)c1ccc(-n2c(N)c(C(=O)OC)c3nc4ccccc4nc32)cc1 | 6 | 22 | 19 | 14 | 11 | 7 | 1.1 | 6 | -5
CCOc1ccc(NC(=O)C(C)O)c(NS(=O)(=O)c2ccc(CCNC(C)=O)cc2)c1 (stereo not given) | 9 | -4 | 0 | 2 | -1 | -5 | 1 | 4 | 0
O=C(O)CCCC(=O)OCCCCc1cccs1 | 0 | nt | -14 | -9 | -11 | -1 | 1 | -5 | -5
COC(=O)c1ccc(Cl)c(NC(C)=O)c1 | 8 | 9 | 7 | 12 | 7 | -2 | 1 | 18 | 32
CN1C(=O)CCC1(O)c1ccccc1 (stereo not given) | 6 | -4 | 7 | 19 | 15 | 4 | 0.97 | 7 | -1
CCOC(=O)c1cnc(SC2CCc3ccccc3C2=O)nc1N (stereo not given) | 2 | 33 | 14 | 7 | 9 | 7 | 1 | 1 | 5
CCOC(=O)c1oc2ccccc2c1NC(=O)c1ccc(S(=O)(=O)N2CCCC2)cc1 | 13 | -3 | -2 | 15 | 9 | 6 | 1 | 8 | 22
O=C(NCc1cccc(F)c1)C1CCN(S(=O)(=O)Cc2ccccc2)CC1 | -2 | -8 | 6 | 1 | 2 | 6 | 1 | 2 | -5
CCOc1ccc(C(=O)c2cccs2)cc1 | 6 | -2 | 0 | -1 | 4 | 8 | 1.1 | 1 | -1
Cc1noc(C)c1C(=O)NC(C)C1CCCO1 (stereo not given) | 7 | 29 | -14 | 57 | 10 | 3 | 1 | 4 | 8
CCOC(=O)N1CCN(C(=O)c2n[nH]c(=O)c3ccccc23)CC1 | -2 | -1 | 4 | -12 | -4 | 6 | 1 | 4 | 18
CCCCN(CCCC)CCNC(=O)Cc1nc2c(c(=O)[nH]c(=O)n2C)n1C | 7 | nt | 6 | -1 | -4 | -1 | 1 | 4 | 11
CC1CC(C)CN(c2nc3c(c(=O)n(C)c(=O)n3C)n2CCSc2nc3ccccc3o2)C1 (stereo not given) | 7 | nt | 12 | 14 | 7 | -3 | 1.1 | 0 | -3
Cc1cc2ncn(C(=O)c3ccc4c(c3)OCO4)c2cc1C | 22 | 1 | -1 | -26 | 9 | 2 | 0.98 | 1 | -3
O=C(CSc1nnc(CNC(=O)c2ccccc2F)o1)c1ccccc1 | -7 | -8 | -9 | -15 | 3 | 4 | 1 | 2 | -1
CCOC(=O)CSc1nc2cc(C(=O)NCC3CCCO3)ccc2c(=O)n1Cc1ccco1 (stereo not given) | 3 | 6 | 3 | -9 | -2 | 6 | 1 | 5 | 9
Cc1nn(C)c(C)c1NC(=O)CN1CCC(O)(c2ccc3c(c2)OCO3)CC1 | -3 | 10 | -28 | -5 | 8 | 2 | 0.99 | 2 | 9
CN(C)S(=O)(=O)N1CCc2ccccc2C1 | 8 | -15 | -17 | 11 | 8 | 2 | 1.1 | 6 | 2
Cc1cccc(N2C(=O)c3cccc4c(N(C)CCO)ccc(c34)C2=O)c1 | 5 | -57 | -16 | 7 | 12 | 5 | 1.1 | 9 | 15
Cc1c(C(=O)N2CCOCC2)sc2ncnc(N3CCc4ccccc4C3)c12 | -3 | 1 | 2 | 9 | 10 | 3 | 1.1 | 4 | -3
CCc1c(O)nc(SCc2ccccc2)n(C(C)CC)c1=O (stereo not given) | 0 | 20 | 9 | 14 | 9 | 2 | 1.1 | -2 | 8
C=C(C)CSc1nnc(-c2cccc(Cl)c2)n1N | 0 | -3 | 8 | -38 | -5 | 8 | 1 | 4 | 9
Cc1ccc(C)c(N2CCN(C(=O)C3CCCN(S(=O)(=O)c4c(C)[nH]c(=O)[nH]c4=O)C3)CC2)c1 (stereo not given) | 11 | -7 | -15 | 1 | -2 | 5 | 1 | 0 | -3
CCOC(=O)N1CCN(C(=O)Nc2ccc3nc(-c4ccccn4)c(-c4ccccn4)nc3c2)CC1 | 2 | -31 | 5 | -11 | -3 | 3 | 1.1 | 23 | -1
O=C(CN1C(=O)C2CCCN2c2ncc(Cl)cc21)NCc1ccc2c(c1)OCO2 (stereo not given) | 0 | -3 | 10 | 2 | -3 | 2 | 1.1 | 0 | -7
CCOc1cc(C(=O)N2CCCC2)cc(OCC)c1OCC | 1 | 24 | 2 | 7 | 14 | 8 | 1.1 | -3 | 6
CCOc1ccc(C(=O)CCN2CCCCCC2)cc1 | -3 | 29 | -12 | -3 | 7 | 0 | 0.98 | -4 | -4
CCc1cc(/C(Cc2ccc3ccccc3n2)=N\O)c(O)cc1O | 5 | 7 | 1 | 14 | 10 | 5 | 1.1 | 5 | -6
C=CCn1c(SCC(=O)Nc2c(C)cccc2C)nnc1-c1cnccn1 | 6 | 7 | -10 | -9 | 5 | -1 | 1 | -1 | -7
O=C(c1ccc(Cl)cc1)c1ccc(OCC(O)CN2CCOCC2)cc1 (stereo not given) | 12 | 25 | 16 | 1 | 8 | 3 | 1 | 1 | 3
CCCCC(=O)Nc1ccc2c(c1)OCCO2 | 1 | 9 | 3 | 6 | 0 | 6 | 1 | 0 | 14
COc1ccc(-c2[nH]ncc2Oc2ccccc2OC)c(O)c1 | 8 | -10 | 9 | 6 | -1 | -2 | 1 | 4 | 11
O=C1C=C(c2ccccc2)C(O)(c2ccccc2)C1 (stereo not given) | 1 | 10 | 9 | -30 | -12 | -4 | 0.98 | -3 | -5
Cc1cnc(NC(=O)C2=C(O)c3ccccc3S(=O)(=O)N2C)s1 | 10 | 10 | 10 | 2 | 8 | 1 | 1 | 0 | 4
Cn1c(NCCCO)nc2c(c1=O)C1(CCCCC1)Cc1ccccc1-2 | 0 | -22 | 4 | -21 | -6 | 1 | 1.1 | -3 | -7
Cc1ccc(S(=O)(=O)c2nc(-c3ccccc3)oc2NCc2cccnc2)cc1 | -25 | -3 | -4 | -59 | -29 | -3 | 1 | -5 | -27
Cc1cc(NC(=O)CCCC(=O)Nc2ccc(F)cc2)no1 | 6 | 3 | 26 | 15 | 11 | 3 | 0.98 | 4 | -11
N#Cc1c(/N=C/c2ccco2)sc2c1CCC2 | -10 | 0 | 7 | -33 | -5 | 7 | 1 | 42 | nt
CCOC(=O)N1CCC2(CC1)C(C#N)=C(N)Oc1n[nH]c(CSc3ccc(C)cc3)c12 | 8 | 1 | -1 | 6 | -2 | -2 | 1 | 4 | -7
CS(=O)(=O)N1CCCC(C(=O)NCCN2CCC(Cc3ccccc3)CC2)C1 (stereo not given) | 4 | 10 | 12 | 3 | 1 | 3 | 0.95 | -2 | 3
Cc1ccc(S(=O)(=O)Nc2cc(C(=O)N3CCOCC3)ccc2N2CCCCC2)cc1 | 3 | 21 | 10 | -29 | -1 | -2 | 0.99 | 4 | 12
COCCNC(=O)c1cc(-c2ccccc2OC)on1 | -8 | -2 | 6 | -37 | -7 | 0 | 1 | -7 | -11

Random excerpt: three records from the list
SMILES | FXIa mix inh | CatL inh | FXIIa mix inh | C1s inh | CatG inh | CatB block | A340 absorber | CatB mixtures | CatS inh
Cc1ccc(S(=O)(=O)c2nc(-c3ccccc3)oc2NCc2cccnc2)cc1 | -25 | -3 | -4 | -59 | -29 | -3 | 1 | -5 | -27
COc1ccc(-c2[nH]ncc2Oc2ccccc2OC)c(O)c1 | 8 | -10 | 9 | 6 | -1 | -2 | 1 | 4 | 11
CS(=O)(=O)N1CCCC(C(=O)NCCN2CCC(Cc3ccccc3)CC2)C1 (stereo not given) | 4 | 10 | 12 | 3 | 1 | 3 | 0.95 | -2 | 3

The results go on.
SMILES | FXIa mix inh | CatL inh | FXIIa mix inh | C1s inh | CatG inh | CatB block | A340 absorber | CatB mixtures | CatS inh
CCOc1ccccc1OCCCC(=O)N1CCN(S(=O)(=O)c2cccc(F)c2)CC1 | 0 | 11 | 7 | 1 | 6 | 1 | 1 | 2 | -10
Cc1cc(C)nc(NC2=NCCN2C(=O)NC2CCCCC2)n1 | 0 | -3 | 6 | -21 | -6 | 1 | 1 | 1 | -3
O=C(OC1CCOC1=O)c1ccc(S(=O)(=O)N2CCCCCC2)cc1 (stereo not given) | -2 | 3 | 2 | -6 | -9 | 3 | 1 | 4 | -5
c1ccc(N2CCN(c3ncnc4sc5c(c34)CCC5)CC2)cc1 | -4 | 17 | 7 | -9 | 9 | 0 | 1 | -5 | 10
COc1cc2c(cc1NC(=O)Cn1cnc3c1c(=O)n(C)c(=O)n3C)oc1ccccc12 | 10 | -1 | 3 | 4 | 1 | -4 | 1 | 4 | -3
CCC(O)c1cc2c(cc1NC(=O)c1cccs1)OCCO2 (stereo not given) | 9 | -4 | 4 | 0 | 2 | -5 | 1.1 | -4 | -2
CCOC(=O)C1C(=O)C(C(=O)OCC)C(c2cccnc2)NC1c1cccnc1 (stereo not given) | -1 | -3 | -5 | -50 | 0 | 0 | 1 | -2 | -8
O=c1c2ccccc2ncn1Cc1nc2ccccc2s1 | 7 | nt | -9 | -7 | -4 | -2 | 1.1 | -6 | 2
CCOC(=O)c1c(C)c(C(=O)N2CCCCCC2)c(C)n1C | 10 | 9 | -4 | -26 | 5 | 4 | 0.96 | 6 | ?
COc1ccc(S(=O)(=O)NCc2ccccn2)c(Cl)c1Cl | 7 | 3 | -18 | 9 | 8 | 2 | 1.1 | 5 | -3
COC(=O)CSc1ccc2c(N)c(C(=O)OC)sc2c1 | 1 | -23 | 8 | -3 | 8 | 1 | 1 | 2 | 17
CC1(C)OC(=O)C(=CNc2cccc(O)c2)C(=O)O1 | 13 | -4 | 2 | -19 | -3 | -1 | 1.2 | 2 | 5
COc1ccc(S(=O)(=O)Nc2nncs2)cc1 | -18 | -1 | 3 | -157 | -14 | 1 | 1 | -8 | -17
Cn1c(SCc2ccc(F)cc2)nnc1-c1cccs1 | 6 | 5 | -15 | -33 | -2 | -2 | 1 | 1 | 13
CCc1nnc(NC(=O)c2ccc(NS(=O)(=O)c3ccccc3)cc2)s1 | 0 | nt | -16 | -37 | 5 | 0 | 1.1 | 1 | -5
O=C(NCC(=O)N(c1ccc(F)cc1)C(C(=O)NCC1CCCO1)c1ccccc1)c1ccco1 (stereo not given) | 6 | 0 | -19 | -3 | -2 | 0 | 0.97 | 0 | 21
Cn1c(=O)oc2cc(S(=O)(=O)N3CCC(N4CCCCC4)CC3)ccc21 | -3 | nt | -3 | -38 | -4 | 10 | 1 | 4 | 8
O=C(Cn1ccc2ccccc2c1=O)NCCC(=O)Nc1cccnc1 | 9 | -10 | 1 | 4 | 25 | 0 | 1 | 0 | -6
O=C(CSC1=NCCS1)Nc1ccc(S(=O)(=O)N2CCCCCC2)cc1 | 10 | nt | 1 | 16 | 11 | 4 | 0.99 | -2 | 5
CCOc1c(S(=O)(=O)N2CCCC2)ccc(Cl)c1Cl | 1 | -4 | 0 | -17 | -7 | 7 | 1 | 2 | 17
COc1cc(OC)cc(C(=O)N(Cc2nc(-c3cccc(C)c3)no2)C(C)C)c1 | 7 | -8 | 5 | -25 | -1 | -6 | 1 | 7 | -4
COC(=O)CSc1nnc(-c2ccncc2)n1N | 2 | 5 | 1 | 15 | 7 | 0 | 1 | 2 | 4
CCCOC(=O)CSc1nc(N)c(C#N)c(CC)c1C#N | 0 | 14 | 0 | 2 | -13 | 10 | 1 | 4 | 31
Cc1ccc(N2CC(C(=O)Nc3cc(C)ccc3F)CC2=O)cc1 (stereo not given) | 7 | -3 | 1 | -6 | 22 | -4 | 1 | 4 | 0
